TNAP inh hiacc: human TNAP enzyme inhibitors, primary screen, biochemical, luminescent, high phosphate acceptor level, uHTS; inhibition, % at 20 µM; 200,000 tested, 0.03% active; purified TNAP, CDP-star luminescence, 1 M DEA; Alkaline phosphatase, tissue-nonspecific isozyme (Homo sapiens), P05186; AID 1135, 2008;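 active = over 50% inhibition of tissue-nonspecific alkaline phosphatase at 20 µM in the single-dose screen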;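 also: plate controls were DMSO wells for no effect and EDTA-quenched wells as full inhibition for full effect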
Target sequence (P05186 whole entry, looked up): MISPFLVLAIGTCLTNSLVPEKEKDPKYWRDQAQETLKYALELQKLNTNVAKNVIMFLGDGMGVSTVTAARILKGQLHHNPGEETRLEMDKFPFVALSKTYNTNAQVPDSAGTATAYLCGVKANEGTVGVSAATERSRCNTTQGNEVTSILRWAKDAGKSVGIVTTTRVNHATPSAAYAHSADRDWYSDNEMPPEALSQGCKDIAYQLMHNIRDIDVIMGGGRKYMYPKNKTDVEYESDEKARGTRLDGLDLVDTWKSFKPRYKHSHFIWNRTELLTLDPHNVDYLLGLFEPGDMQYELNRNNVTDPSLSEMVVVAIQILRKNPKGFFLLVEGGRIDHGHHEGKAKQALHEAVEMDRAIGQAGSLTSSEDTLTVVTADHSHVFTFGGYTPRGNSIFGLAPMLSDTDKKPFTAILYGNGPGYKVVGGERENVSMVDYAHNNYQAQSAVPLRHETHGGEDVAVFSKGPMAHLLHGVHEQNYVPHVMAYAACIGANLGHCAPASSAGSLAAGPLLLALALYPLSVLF
APP 5'UTR act: activators of APP 5'UTR luciferase reporter, primary screen, SH-SY5Y cells; SH-SY5Y APP 5'UTR luciferase reporter, luminescence; zero percent = DMSO vehicle wells; activation, % at 2 µM; AID 1276, 2008; 190,000 tested, 1% active;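 active = activation above a set limit, based on mean plus 3 SD of controls, cut at about 140% in these data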; also: values of inactives mirror those of a sister screen read the other way
PMI act satM6P: human PMI activators, high substrate, primary screen, biochemical, fluorescence intensity, near-saturating mannose 6-phosphate; coupled PMI enzyme assay, resazurin fluorescence, 20 min; hits give high values; 1 = untreated enzyme, 0 = substrate-free blank; activation factor at 20 µM; 190,000 tested, 0.34% active;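 active = activation factor of 2 or more at 20 µM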
Target sequence (P34949 whole entry, looked up): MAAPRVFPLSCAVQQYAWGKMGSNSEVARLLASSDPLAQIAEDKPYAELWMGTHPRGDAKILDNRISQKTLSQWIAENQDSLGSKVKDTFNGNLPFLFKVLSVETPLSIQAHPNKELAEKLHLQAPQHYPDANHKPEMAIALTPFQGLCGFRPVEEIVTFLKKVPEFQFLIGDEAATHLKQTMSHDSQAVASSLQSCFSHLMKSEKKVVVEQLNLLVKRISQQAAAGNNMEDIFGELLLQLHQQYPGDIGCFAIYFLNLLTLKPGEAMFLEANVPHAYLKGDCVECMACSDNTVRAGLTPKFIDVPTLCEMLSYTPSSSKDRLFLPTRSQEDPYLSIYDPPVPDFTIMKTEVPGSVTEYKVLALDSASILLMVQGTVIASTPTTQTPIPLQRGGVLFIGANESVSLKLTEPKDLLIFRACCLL
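Test system: human phosphomannose isomerase with PGI, G6PDH, diaphorase coupling enzymes; amount: 15 ng/mL PMI; incubation: enzyme reaction with compound 20 min at room temperature; technique: resorufin fluorescence (Ex 544/Em 590 nm) from resazurin via diaphorase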
NF-kB expr up: activators of NF-kB expression in neurons, primary screen, cell-based, HTS. 190,000 tested, 1.6% active. human neuronal cells, NF-kB reporter expression; hits give high values. fold change at 12.5 µM. AID 1239, 2008; in the data active = fold change above about 3.3
bIAP act: bovine intestinal alkaline phosphatase activators, primary screen, biochemical, bovine IAP, CDP-star luminescence; purified bovine IAP, 30 min; hits give high values; fold of DMSO-control signal, blank-subtracted; activation factor at 20 µM; 200,000 tested, 0.17% active; AID 1016, 2008; alkaline phosphatase, intestinal [Bos taurus];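 active = activation factor of 2 or more at 20 µM, a signal rise over negative controls twice the positive control's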
TNAP inh no acc: human TNAP enzyme inhibitors, primary screen, biochemical, luminescent, no phosphate acceptor, uHTS; Alkaline phosphatase, tissue-nonspecific isozyme (Homo sapiens), P05186; purified TNAP, CDP-star luminescence, 30 min; inhibition, % at 20 µM; 200,000 tested, 0.26% active;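 active = tissue-nonspecific alkaline phosphatase inhibition above about 50% at 20 µM in the single-dose screen, limit read from the data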;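 also: 0% = DMSO negative control and 100% = EDTA positive control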
PMI activator: activators of human PMI, primary screen, biochemical, fluorescence intensity, near-Km mannose 6-phosphate; Mannose-6-phosphate isomerase (Homo sapiens), P34949; purified human PMI, coupled resazurin fluorescence, 20 min; hits give high values; 1 = vehicle control, 0 substrate-free wells; activation factor at 20 µM; 190,000 tested, 0.005% active;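 active = activation factor of 2 or more at 20 µM, relative to plate controls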
FLuc stim CS: FLuc activators, initial screening, artefact control for FLuc-dependent activation tests, biochemical, ATPlite luminescence; ATPlite luciferase biochemical, 10 min; 0 = ATP-free wells, 1 = DMSO control; AID 1027, 2008; Luciferin 4-monooxygenase (Photinus pyralis), P08659; activation factor at 10 µM; 200,000 tested, under 10 active;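 active = luciferase activation factor, scaled between plate controls, of at least 2 with compound at 10 µM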
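assay system = Luciferase/luciferin detection reagent, cell-free biochemical luciferase assay | also added = ATP substrate | times = 10 min post-reagent at room temperature | measured by = luminescence from luciferase reaction | measure = luciferase activation, seen as luminescence increase over controls | benchmarks = low control with PBS replacing ATP, high control enzyme plus ATP without compound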
TNAP act hi DEA: TNAP activators at high phosphate acceptor level, primary screen, biochemical, luminescence, uHTS. activation factor at 20 µM. 200,000 tested, under 10 active. AID 1136, 2008. Alkaline phosphatase, tissue-nonspecific isozyme (Homo sapiens), P05186. purified TNAP, CDP-star luminescence, 1 M DEA, 30 min; hits give high values; 0 = EDTA background, 1 = DMSO-only activity;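 active = activation factor at least 2 at 20 µM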
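Test system – human TNAP · Doses – 20 µM single point · Incubation – 30 min, room temperature · Signal – luminescent substrate turnover signal · Read-out basis – activation factor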
FLuc inh counter: firefly luciferase enzyme inhibitors, primary screen, artefact control for luciferase-based inhibitor screens, biochemical, luminescence, ATPLite; Luciferin 4-monooxygenase (Photinus pyralis), P08659; 10 min; inhibition, % at 10 µM; 200,000 tested, 1.5% active; AID 1006, 2008;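 active = inhibition above about 50% when tested at 10 µM, limit read from the data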
The depositor's hits bear a star; x = no result given.

SMILES	TNAP inh hiacc	APP 5'UTR act	PMI act satM6P	NF-kB expr up	bIAP act	TNAP inh no acc	PMI activator	FLuc stim CS	TNAP act hi DEA	FLuc inh counter
O=C(CSc1nnc(NC(=O)c2ccco2)s1)NCc1ccc2c(c1)OCO2	0	-4	1	0.88	1.1	1	1	1	1	4
COc1ccc(S(=O)(=O)N(C)CC(=O)NC2CCCCC2)cc1Cl	-11	-4	1	1.1	0.9	-6	0.9	1.1	1.1	-5
COC(=O)C(Cc1ccccc1)NC(=O)CNS(=O)(=O)c1ccc(Br)cc1 (configuration not stated)	1	25	1.1	1	1	-3	1.1	1	1	0
c1ccc(Oc2ccc3ccccc3n2)cc1	-3	28	1	1.3	1	-2	1	0.9	1	8
Cc1cc(NC(=O)c2cc(-c3ccc(C)s3)nc3ccccc23)no1	-4	-8	1.1	1	1	-17	1	0.9	1	6
CN=c1scc(C)n1/N=C/c1cc(Br)c(O)c(OC)c1	-1	-3	0.9	1.9	1.1	-9	1	1	1	2
Cc1ccccc1NC(=O)COC(=O)c1cccnc1	0	6	0.9	1	1.2	-2	0.9	1	1	-3
O=C(COC(=O)/C=C/c1ccco1)Nc1ccccc1	-6	-18	0.8	1.3	0.7	-16	0.8	1	1.1	2
c1coc(CN2CCN(C(c3cccs3)c3nnnn3C3CCCC3)CC2)c1 (configuration not stated)	-4	-9	1	0.94	0.9	-12	0.9	1	1	-1
COc1ccc(NC(=O)c2ccc(N(C)S(C)(=O)=O)cc2)cc1OC	-4	5	0.9	1.2	0.8	-6	0.9	0.8	1	16
CC(=O)NC(CCS(C)(=O)=O)C(=O)Nc1cccc(Cl)c1Cl (configuration not stated)	-2	12	0.8	1.4	0.9	-8	0.8	1	1	-2
Cc1c(S(=O)(=O)Nc2ccc3c(c2)OCCO3)cnn1C	-5	-10	1	0.83	1	2	1	1.1	1	-12
Cc1[nH]c2ccc(Cl)cc2c(=O)c1CN1CCCC1	0	4	x	0.98	1	-4	x	1	1	-4
Cc1ccc(N2C(=O)N(CC(=O)c3cc(C)ccc3C)C(=O)C2C)cc1 (configuration not stated)	-1	11	1	2	0.9	-6	0.9	1	1	-2
COc1ccccc1CNC(=O)Cn1cccc1	2	9	0.9	1.1	0.9	-5	1	1	1	-5
Cc1ccc(C(O)c2nccn2C)o1 (configuration not stated)	-5	-6	0.8	1.1	1	-6	1	1	1	-5
CN(C)CCCOC(=O)c1ccccc1	-3	-11	1.1	0.94	1	-17	1.1	1	1	-2
Cc1cccc(C(=O)O/N=C2/CC3CCC2(C)C3(C)C)c1 (configuration not stated)	-1	36	0.9	1	0.8	-8	0.9	1	1	-1
O=C(c1cnsn1)N1CCC(CO)(Cc2cccc(F)c2)CC1	0	56	0.9	x	1	0	0.9	1	1	-1
CCc1ccccc1NC(=S)N(CCCN1CCOCC1)Cc1ccccn1	3	-5	1.1	1.2	0.9	-7	1.1	1	1	-2
O=C(COC(=O)c1ccc(S(=O)(=O)NCc2ccco2)cc1)Nc1ccccc1OC(F)F	-4	-14	1.1	1.1	2.4*	9	1	1	1	0
CN(CCc1ccccn1)C(=O)CCC1CCCN(C(=O)c2ccsc2)C1 (configuration not stated)	-4	8	1	0.99	0.9	-10	0.9	1.1	1	-7
CC(=O)C1=C(O)C(=O)N(CCc2c[nH]c3ccccc23)C1c1ccco1 (configuration not stated)	1	1	1.4	1	0.9	-4	1.2	1	1	1
CCOCCCNC(=S)Nc1ccc2nc3n(c(=O)c2c1)CCCCC3	-3	3	1	1.1	1	-9	1.1	1	1	3
O=[N+]([O-])c1cccc(/C=C/c2nc3ccc([N+](=O)[O-])cc3[nH]2)c1	-1	21	1	0.64	0.8	-11	1	1	1	-3

(list continues)
SMILES	TNAP inh hiacc	APP 5'UTR act	PMI act satM6P	NF-kB expr up	bIAP act	TNAP inh no acc	PMI activator	FLuc stim CS	TNAP act hi DEA	FLuc inh counter
Cc1ccc(C)c(N(CC(=O)NCc2ccco2)C(=O)CCC(=O)Nc2ccccn2)c1	0	10	1.2	1	0.9	-7	1.2	1	1	-3
Cc1cc(C(=O)OCC(=O)NC2CCS(=O)(=O)C2)c(C)n1-c1ccccc1 (configuration not stated)	-6	16	1.1	0.85	1.2	-12	1	1	1.1	-3
COC(=O)CSc1n[nH]c(-c2ccncc2)n1	3	-2	0.8	1.2	1	6	0.8	1	1	4
Cc1cc(C)c(C)c(S(=O)(=O)Nc2ccc(C(N)=O)cc2)c1C	1	32	1.2	1.2	1	-29	1.2	1	1	-4
O=[N+]([O-])c1ccc(-n2nnnc2CN2CCCCC2)cc1	2	4	x	1.9	1	-5	x	1	1	1
O=c1[nH]c(CN2CCN(S(=O)(=O)c3cccs3)CC2)nc2c(Br)cc(Br)cc12	-6	13	1	0.95	1.3	-11	1	1	1.1	-4
N#Cc1c(NC(=O)CSc2nnnn2C2CCCCC2)sc2c1CCCC2	-2	-17	1	1.1	0.9	-9	1	1.1	1	-6
O=C(CC1C(=O)NCCN1Cc1c(F)cccc1Cl)NCCCn1ccnc1 (configuration not stated)	-2	19	0.9	1.1	0.9	-6	1	1.1	1	-7
CSCC[C@H](NC(=O)OC(C)(C)C)C(=O)N/N=C/c1cc2ccc(C)cc2nc1Cl	-3	8	0.9	1.1	0.8	-14	0.9	1.1	1	-7
COc1ccc(C(=O)C2CCCN(Cc3ccc4nonc4c3)C2)cc1F (configuration not stated)	-6	-6	1	0.93	0.9	-6	0.9	1	1.1	-4
CC(C)OP(=O)(c1ccccc1)c1ccccc1	-2	-5	1.1	1.2	0.9	8	1	1.1	1	-6
O=C(NN1C(=O)C2C3c4ccccc4C(c4ccccc43)[C@@H]2C1=O)c1ccccc1 (some centres not stated)	6	7	1	1.2	1	-26	1	0.9	0.9	8
Cc1nn(-c2ccc(Cl)c(Cl)c2)c(=O)c2ccccc12	-7	-15	1.2	1.6	1	2	1.1	1	1.1	1
O=C(c1ccccc1)c1ccc(OCCCN2CCCC2)cc1	1	2	1.1	1.4	0.9	-5	1.1	1	1	-3
C=CCN(CC=C)S(=O)(=O)c1ccc2nc(NC(=O)C(C)C)sc2c1	-6	-44	0.9	0.8	0.8	-8	0.8	1.1	1.1	-11
Cc1nc2ccccc2c(=O)n1NC(=O)c1ccco1	6	-20	1.1	1.1	1	3	1.1	1	0.9	-2
COc1ccc(NC(=O)Cc2ccc(Cl)cc2Cl)cn1	-1	-1	1	0.88	1	-8	1	1.1	1	-7
Cc1ccc(C(=O)/C=C/c2ccc3c(c2)OCO3)o1	1	21	0.8	1.8	0.8	-7	0.8	0.2	1	80*
COc1cccc(N(CC(=O)NCCSc2ccccc2)S(C)(=O)=O)c1	-1	3	0.9	0.99	1	-6	0.9	1.1	1	-10
O=C(Nc1ccc2c(c1)CCC2)c1ccccc1F	8	183*	1	8.3*	1	0	1	0.4	0.9	62*
COC(=O)C1=C(C)NC(=S)N(C(C)=O)C1c1ccc(OC)c(OC)c1 (configuration not stated)	-5	-18	0.9	1.2	1	-6	1	1.1	1.1	-9
O=C(COC(=O)CCS(=O)(=O)c1ccc(Cl)cc1)NC1CCCCC1	-6	-12	1	1.2	1	-16	1	1	1.1	-3
N#Cc1c(NC(=O)COC(=O)c2ccc(F)cc2)sc2c1CCC2	3	17	1	1	1	-9	1	1	1	-3
Cc1cccc(N2CCN(C(=O)Cc3ccc(-n4c(=O)[nH]c5ccsc5c4=O)cc3)CC2)c1C	3	14	0.9	0.89	0.9	-4	0.8	1	1	4
Cc1ccc(CNc2cnn(C34CC5CC(CC(C5)C3)C4)c(=O)c2Cl)cc1	-1	-1	1	0.91	0.9	-10	0.9	1	1	0

Among those listed so far, seven have a thiophene ring, fused or not:
SMILES	TNAP inh hiacc	APP 5'UTR act	PMI act satM6P	NF-kB expr up	bIAP act	TNAP inh no acc	PMI activator	FLuc stim CS	TNAP act hi DEA	FLuc inh counter
Cc1cc(NC(=O)c2cc(-c3ccc(C)s3)nc3ccccc23)no1	-4	-8	1.1	1	1	-17	1	0.9	1	6
c1coc(CN2CCN(C(c3cccs3)c3nnnn3C3CCCC3)CC2)c1 (configuration not stated)	-4	-9	1	0.94	0.9	-12	0.9	1	1	-1
CN(CCc1ccccn1)C(=O)CCC1CCCN(C(=O)c2ccsc2)C1 (configuration not stated)	-4	8	1	0.99	0.9	-10	0.9	1.1	1	-7
O=c1[nH]c(CN2CCN(S(=O)(=O)c3cccs3)CC2)nc2c(Br)cc(Br)cc12	-6	13	1	0.95	1.3	-11	1	1	1.1	-4
N#Cc1c(NC(=O)CSc2nnnn2C2CCCCC2)sc2c1CCCC2	-2	-17	1	1.1	0.9	-9	1	1.1	1	-6
N#Cc1c(NC(=O)COC(=O)c2ccc(F)cc2)sc2c1CCC2	3	17	1	1	1	-9	1	1	1	-3
Cc1cccc(N2CCN(C(=O)Cc3ccc(-n4c(=O)[nH]c5ccsc5c4=O)cc3)CC2)c1C	3	14	0.9	0.89	0.9	-4	0.8	1	1	4

(listing goes on)
SMILES	TNAP inh hiacc	APP 5'UTR act	PMI act satM6P	NF-kB expr up	bIAP act	TNAP inh no acc	PMI activator	FLuc stim CS	TNAP act hi DEA	FLuc inh counter
Nc1ccc(S(=O)(=O)NC2(C(F)(F)F)NC(=O)N(c3ccccc3Cl)C2=O)cc1 (configuration not stated)	-2	-25	0.9	1.4	0.9	-6	1	1.1	1	-9
Cc1cc(C(=O)N/N=C/c2sc(N3CCOCC3)nc2-c2ccccc2)c(C)o1	5	-9	0.8	1.2	1.1	4	1	1	1	-2
O=C(Nc1ccccc1C(=O)NCc1ccc(Cl)cc1)c1ccco1	-3	-3	0.9	1.2	0.9	-9	0.9	1	1	-3
O=Nc1c(O)[nH]c2c(F)cccc12	-6	30	1	1	1.1	-14	1	1	1.1	-5
CCOC(=O)C(NC(=O)c1ccccc1OCC)(Nc1ncccn1)C(F)(F)F (configuration not stated)	-7	-1	0.8	0.78	1.1	-9	0.9	1	1.1	0
CC1(C)NC(=O)N(CC(O)COc2ccc(-c3ccc(C#N)cc3)cc2)C1=O (configuration not stated)	1	-12	1	0.41	1	-3	1	1	1	-1
CCOc1ccc(-n2c(SCC(=O)Nc3cc(C)on3)nc3c([nH]c4ccccc43)c2=O)cc1	-5	4	1	1.1	1	-8	0.9	1	1.1	-2
Cc1[nH]n(-c2ccccc2)c(=O)c1C=NCc1ccco1	-4	50	0.9	3.8*	1.2	6	0.9	0.7	1	28
Cc1ccc2cc(CN(CCN3CCCC3)C(=O)Nc3ccccc3)c(=O)[nH]c2c1C	-5	-3	1	0.88	1	-11	1	1	1.1	-2
CCN1CCN(C(=O)c2cnn3c(C(F)F)cc(-c4ccc(C)cc4)nc23)CC1	-1	-9	1	0.91	1	-2	0.9	1	1	-1
CC(NC(=O)Cn1cnnn1)C12CC3CC(CC(C3)C1)C2 (configuration not stated)	-2	-3	0.9	0.89	0.8	-3	1	1	1	-5
